CASP6 VEID inh: inhibitors of human caspase-6; inhibition, % at 12.5 µM; purified caspase-6, Z-VEID-R110 cleavage fluorescence; actives 0.53% (n = 350,000); P55212; AID 686996;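 active = mean inhibition across replicates at least about 35%, with every replicate also reaching that limit, limit read from the data; inconclusive = only one of the two criteria met; inactive = neither criterion met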;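 note: 0% = median of neutral control wells and 100% = no fluorescence left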
Target sequence (P55212 24-179 limits assumed): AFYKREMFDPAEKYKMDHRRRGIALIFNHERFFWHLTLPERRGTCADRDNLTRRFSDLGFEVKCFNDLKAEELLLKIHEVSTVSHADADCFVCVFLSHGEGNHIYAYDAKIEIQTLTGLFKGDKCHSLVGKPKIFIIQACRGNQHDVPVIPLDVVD
Target sequence (P55212 194-293 limits assumed): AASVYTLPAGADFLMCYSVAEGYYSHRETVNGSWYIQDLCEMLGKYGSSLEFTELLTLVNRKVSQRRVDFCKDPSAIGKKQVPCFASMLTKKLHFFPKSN
ERAP1 inh: ERAP1 (human) enzyme inhibition; recombinant ERAP1, Leu-AMC fluorescence, 60 min; inhibition, % at 10.7 µM; actives 0.15% (n = 340,000);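 active = mean replicate inhibition of at least 30%, or all replicates individually reaching that 30% level; inactive = mean below 30% and not every replicate reaching it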;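 note: 0% = neutral control wells and 100% = L-leucinethiol positive control wells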
ERp5 block: inhibitors of human ERp5 | Q15084 | ERp5 insulin aggregation, absorbance 650 nm, 90 min | inhibition, % at 9.99 µM | actives 0.05% (n = 350,000) | AID 651711;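 active = mean replicate inhibition above about 25%, with every replicate also reaching it, limit read from the data, passing the limit was not always enough; inconclusive = only one of those two criteria met; inactive = neither criterion met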
Target sequence (Q15084 whole entry, looked up): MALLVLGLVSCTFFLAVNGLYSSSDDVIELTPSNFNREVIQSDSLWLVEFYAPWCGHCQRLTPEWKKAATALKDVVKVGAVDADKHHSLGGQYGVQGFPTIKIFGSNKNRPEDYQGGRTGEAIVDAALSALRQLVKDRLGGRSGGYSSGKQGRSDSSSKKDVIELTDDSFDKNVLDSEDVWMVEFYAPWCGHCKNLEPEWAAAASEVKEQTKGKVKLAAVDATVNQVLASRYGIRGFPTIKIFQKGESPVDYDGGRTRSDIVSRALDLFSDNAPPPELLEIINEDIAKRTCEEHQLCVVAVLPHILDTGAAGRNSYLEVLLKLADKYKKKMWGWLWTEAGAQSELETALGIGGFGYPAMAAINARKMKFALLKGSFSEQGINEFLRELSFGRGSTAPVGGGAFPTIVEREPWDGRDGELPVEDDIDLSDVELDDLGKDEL
CFTR F508del cor: correctors of CFTR F508del function in bronchial epithelial cells | CFBE cells, YFP halide quenching; stimulated with forskolin plus potentiator P3; % fluorescence drop versus neutral controls | activity (quench increase), % at 7.58 µM | actives 0.36% (n = 350,000);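 active = mean added fluorescence quench of at least 8% versus neutral control, with both replicates also reaching 8%; inconclusive = only one of the mean or replicate conditions met; inactive = mean below 8% and not both replicates reaching 8%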;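 note: cells transiently co-express mutant CFTR-F508del with the halide-sensitive YFP; corrector assay measuring rescue of mutant channel to the surface after 24 h compound exposure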
miR122 inh: blocks miR-122 activity in Huh7 sensor cells. activation (reporter increase), % at 12.5 µM. AID 602342. Huh7 miR-122 Renilla luciferase sensor, 48 h; neutral wells = 0, positive control = 100. actives 0.3% (n = 340,000);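 active = mean replicate activation score at least 90 and every replicate individually at or above 90; inconclusive = only one of the two criteria met; inactive = neither criterion met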;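 note: higher luciferase means less miR-122 activity so hits act as miR-122 inhibitors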
DENV2 CPE: protects cells from dengue virus 2 cytopathic effect; DENV2-infected cells, cytopathic effect rescue, plate reader; CPE inhibition, % at 9.99 µM; actives 1.7% (n = 350,000); AID 651640; in the data active = CPE inhibition above about 20%, passing the limit was not always enough; inconclusive = no clear call, values can overlap the other calls; tested in BHK-21 cells;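 note: 0% = median of neutral control wells and 100% = median of positive control wells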
SIRT5 block: sirtuin-5 (human) deacylase inhibition. Purified SirT5, succinyl-peptide AMC, trypsin-coupled fluorescence. inhibition, % at 15 µM. Q9NXA8. actives 1.1% (n = 330,000); in the data active = inhibition above about 15%; inconclusive = no clear call, values can overlap the other calls
Starred values were filed as active, the others as inactive; ? = inconclusive; . = no result given; [ ] = dose if it differs, or a comment. Outcome played no part in choosing rows; 4% or so of the library scored in one or more.

mol,SIRT5 block,ERAP1 inh,ERp5 block,CFTR F508del cor,miR122 inh,DENV2 CPE,CASP6 VEID inh
Cc1c(OCC(=O)N[C@@H](Cc2ccccc2)C(=O)O)ccc2c1oc(=O)c1ccccc12,-20,-4,2,2.3,-5,-4,3
CCc1ccc(N2C(=O)Cc3c2nc(N)c(C#N)c3N)cc1,-1,-4,-2,4.7,8,-2,11
CCCC1=C(C(=O)OCC)C(c2ccco2)n2ncnc2N1 (configuration not stated),-2,-3,-1,-0.9,.,0,-4
O=C(Cc1ccccc1)N[C@@H]1CC[C@H](CC(=O)N2CCCCC2)O[C@H]1CO,-2,0,0,1.0,.,-2,-1
CCOC(=O)C1(Cc2cccc(Cl)c2)CCCN(C(=O)CCC(=O)N(C)C)C1 (configuration not stated),-2,-4,2,-0.7,.,6,2
CCCC1=NN2C(=N)/C(=C\c3ccc(OCCOc4ccc(NC(C)=O)cc4)c(OC)c3)C(=O)N=C2S1,-3,-3,3,-0.7,.,-4,-3
Nc1c(Cl)cc(C2=NCCn3c2c2ccc(C(F)(F)F)cc2[n+]3[O-])cc1Cl,.,2,2,-0.5,14,?,-9
C[C@@H]1CN([C@@H](C)CO)C(=O)c2cccc(NC(=O)CCCCCC(=O)Nc3ccccc3N)c2O[C@@H]1CN(C)S(C)(=O)=O,10,5,2,-2.3,.,-14,-3
O=C(Nc1ncc(Cl)cc1Cl)c1c(F)cccc1Cl,0,1,-5,2.8,.,-2,-2
CN(Cc1ccccc1)C(=O)c1ccc(NC2=NC3CS(=O)(=O)CC3S2)cc1 (configuration not stated),-4,1,4,-0.4,3,3,-3
CCN(Cc1ccccc1)S(=O)(=O)c1ccc(S(=O)(=O)N(Cc2cccc(OC)c2)CC2CCCO2)cc1 (configuration not stated),4,-1,10,-1.6,1,-4,4
CN=C(Nc1cccc(S(=O)(=O)N2CCOCC2)c1)c1ccccc1,-1,-3,-8,3.7,3,-2,-1
COc1ccc(/C=N/NC(=O)c2cc(C)oc2C)cc1OC,-1,.,-13,-1.1,.,-6,-2
Cn1cccc1C(=O)OCC(=O)NCCc1ccccc1,-4,-1,5,-3.7,24,0,4
CC(NC(=O)C(=O)N1CCCCC1)C(c1cccs1)N1CCN(c2ccccc2)CC1 (configuration not stated),-3,-3,6,-1.2,.,13,6
O=C(COC(=O)CNC(=O)c1ccccc1F)NC1CC1,-5,0,7,2.4,-4,0,0
Cc1ccc(S(=O)(=O)N(C)C[C@H]2OCCCC[C@H](C)Oc3ccc(NC(=O)Nc4c(C)noc4C)cc3C(=O)N([C@H](C)CO)C[C@H]2C)cc1,3,0,-3,2.0,5[16.7 µM],3,0
c1ccc(SCc2cc(-c3ccccc3)no2)cc1,-2,1,3,0.3,-7,6,-1
CCN(Cc1ccccc1)S(=O)(=O)c1cc(C(=O)OC)n(C)c1,-5,1,7,0.6,10,3,0
CCCCN1C(=O)C2Cc3c([nH]c4ccccc34)CN2C1=S (configuration not stated),-2,3,-6,1.3,.,.,7
CCOC(=O)c1c(CC(C)C)csc1N,1,-1,1,-2.8,-3,-1,1
CO[C@@H]1CN(C)C(=O)c2ccc(NS(C)(=O)=O)cc2OC[C@H](C)N(C(=O)C2CC2)C[C@@H]1C,0,1,-3,-1.7,.,.,-1
CCOC(=O)c1[nH]c2ccccc2c1NC(=S)Nc1ccccc1C,.,.,4,-2.0,-1,15,-1
Cn1cc(/C=C2\SC(=S)N(NC(=O)c3ccccc3)C2=O)c2ccccc21,1,-1,-6,.,-4,-7,-2
O=C(COC(=O)c1cccc(O)c1)Nc1nnc(-c2ccccc2)o1,-2,-3,1,-0.9,1,1,1
C[C@@H]1CN([C@@H](C)CO)C(=O)c2cc(NS(C)(=O)=O)ccc2O[C@@H](C)CCCCO[C@H]1CN(C)C(=O)Nc1ccc(C(F)(F)F)cc1,2,1,-7,1.8,.,1,3
CC(OC(=O)c1cccc(S(=O)(=O)N(C)C)c1)C(=O)NCC(=O)Nc1ccc(F)c(F)c1F (configuration not stated),-4,3,-2,0.0,.,0,4
C[C@@H]1CN([C@H](C)CO)C(=O)Cc2cc(NS(=O)(=O)c3cccs3)ccc2O[C@@H]1CN(C)S(=O)(=O)c1cn(C)cn1,5,-2,10,-3.6,1[16.7 µM],11,2
CN(C)C(=O)C[C@H]1C[C@@H]2c3cc(NC(=O)C4CCOCC4)ccc3O[C@@H]2[C@H](CO)O1,2,-1,-3,-0.6,-1[16.7 µM],0,-6
CCCC(=O)Nc1ccc(C(=O)NNC(=O)c2cccc([N+](=O)[O-])c2)cc1,-1,-2,-2,2.6,1,-5,1
CCCn1nc(NC(=O)CC)c2cc3cccc(C)c3nc21,-7,2,-1,0.0,.,-5,2
CCOC(=O)Cc1cnc(NC(=O)CSc2nc(N)cc(=O)[nH]2)s1,0,0,-4,-0.1,-9,9,4

6 compounds from above, showing only ERAP1 inh, CASP6 VEID inh and CFTR F508del cor.
compound | ERAP1 inh | CASP6 VEID inh | CFTR F508del cor
CC(OC(=O)c1cccc(S(=O)(=O)N(C)C)c1)C(=O)NCC(=O)Nc1ccc(F)c(F)c1F (configuration not stated) | 3 | 4 | 0.0
C[C@@H]1CN([C@H](C)CO)C(=O)Cc2cc(NS(=O)(=O)c3cccs3)ccc2O[C@@H]1CN(C)S(=O)(=O)c1cn(C)cn1 | -2 | 2 | -3.6
CN(C)C(=O)C[C@H]1C[C@@H]2c3cc(NC(=O)C4CCOCC4)ccc3O[C@@H]2[C@H](CO)O1 | -1 | -6 | -0.6
CCCC(=O)Nc1ccc(C(=O)NNC(=O)c2cccc([N+](=O)[O-])c2)cc1 | -2 | 1 | 2.6
CCCn1nc(NC(=O)CC)c2cc3cccc(C)c3nc21 | 2 | 2 | 0.0
CCOC(=O)Cc1cnc(NC(=O)CSc2nc(N)cc(=O)[nH]2)s1 | 0 | 4 | -0.1

Later entries:
mol,SIRT5 block,ERAP1 inh,ERp5 block,CFTR F508del cor,miR122 inh,DENV2 CPE,CASP6 VEID inh
Cc1cc(NS(=O)(=O)c2ccc(NC(=O)/C=C/c3ccc(C)o3)cc2)nc(C)n1,-1,10,7,1.3,.,4,4
Cc1cccc(-c2ccc([C@H]3[C@H](CO)N4CCCCN(C(=O)c5ccc6c(c5)OCO6)C[C@@H]34)cc2)c1,4,-5,-3,-5.8,46[16.7 µM],-34,-7
O=C1c2ccccc2C(=O)N1Cc1ccccn1,-6,-5,-1,-1.1,-4,1,3
CCOc1cc(NC(=S)NCCCN2CCOCC2)c(OCC)cc1NC(=O)c1ccccc1,-5,8,9,-0.8,-6,0,-1
COc1ccc(NC(=O)CS(=O)(=O)c2cccc(Cl)c2)cc1,0,3,2,.,.,-8,1
Cc1cc(C(=O)NNC(=S)NCc2ccco2)nn1C,1,-1,-3,-0.4,.,.,3
Cc1nc(Nc2c(Cl)cccc2Cl)sc1C(=O)Nc1ccccc1,-3,6,6,-2.4,.,2,-2
Fc1ccccc1CSc1nnc2ccc(-c3ccncc3)nn12,-1,2,4,1.9,1,4,-5
Cc1cccc(NC(=S)NNC(=O)COc2ccc(Cl)cc2Cl)c1,0,0,9,.,-8,0,0
COC(C[C@@H](O)C[C@@H](O)[C@H](C)OCc1ccccc1)OC,.,3,-4,-1.2,-7,-9,0
Cc1nn(CC(=O)NCCc2cccs2)c(=O)c2cc3ccccc3n12,1,0,-11,-0.3,0,3,-1
O=C(NCC1CC1)c1csc(COCCO)n1,.,0,3,-0.6,0,-3,1
C[C@H](CO)N1C[C@H](C)[C@H](CN(C)C(=O)Cc2ccccc2)OCCCC[C@H](C)Oc2ccc(NC(=O)CCC(F)(F)F)cc2C1=O,.,.,.,0.3,3[16.7 µM],-1,.
CO[C@H]1CN(C)C(=O)c2cc(NC(=O)NC(C)C)ccc2OC[C@@H](C)N(CC2CC2)C[C@@H]1C,-1,4,7,-2.3,.,1,2
Cc1[nH]ccc(=O)c1OCC(=O)O,-2,5,-2,-1.7,.,6,1
CN(C)c1c(F)cc(-c2nn[nH]n2)cc1F,-1,5,0,-3.1,.,14,1

Random excerpt: 2 records from the list.
mol,SIRT5 block,ERAP1 inh,ERp5 block,CFTR F508del cor,miR122 inh,DENV2 CPE,CASP6 VEID inh
COC(C[C@@H](O)C[C@@H](O)[C@H](C)OCc1ccccc1)OC,.,3,-4,-1.2,-7,-9,0
O=C(NCC1CC1)c1csc(COCCO)n1,.,0,3,-0.6,0,-3,1

Going on with the list:
mol,SIRT5 block,ERAP1 inh,ERp5 block,CFTR F508del cor,miR122 inh,DENV2 CPE,CASP6 VEID inh
CN1C(=O)c2cc(NS(=O)(=O)c3ccccc3F)ccc2OC[C@H]2O[C@H](CC(=O)NC3Cc4ccccc4C3)CC[C@H]21,-1,0,-4,.,.,-2,0
CC(=O)Nc1ccc(CC(=O)NCCC(c2ccccc2)c2ccccc2)cc1,-1,-1,-1,0.1,.,5,-2
Cc1cc(NC(=O)CN2C(=O)S/C(=C\c3ccccc3)C2=O)no1,3,3,-2,.,.,-5,0
Cc1nn(CC(=O)N2CCCCCC2)c(=O)c2cc3occc3n12,-4,-3,0,0.0,0,1,5
O=c1c2ccccc2nnn1Cc1ccc(Br)cc1,-4,3,-6,1.6,-1,1,0
NS(=O)(=O)c1ccc(NC(=O)CSc2nc3ccccc3nc2N2CCOCC2)cc1,2,0,-4,4.5,-7,?,-2
Cc1noc(C)c1NC(=O)N(C)C[C@H]1OCCCC[C@@H](C)Oc2ccc(NC(=O)NC(C)C)cc2C(=O)N([C@H](C)CO)C[C@@H]1C,-3,6,-1,1.7,3[16.7 µM],-10,1
Cc1ccc(C2=NOC(C)(c3sc(-c4ccc(Cl)cc4)nc3C)C2)cc1 (configuration not stated),.,.,-1,3.1,3,11,3
CC1(C(=O)Nc2cccc3ncccc23)CCN1C(=O)CCc1ccccc1 (configuration not stated),-4,7,-3,-4.7,-5,?,-1
CN(C)C(=O)C[C@@H]1CC[C@H](NC(=O)C2CC2)[C@@H](CO)O1,2,2,-3,0.7,.,-9,-1
CC(C)(C)c1ccc(C(=O)NN2CCOCC2)cc1,-2,-4,-13,-0.7,.,2,2
O=CC(=Cc1ccccc1)c1ccccc1,.,5,5,1.8,.,4,-2
CN(C)C(=O)c1cccc(-c2ccc3c(c2)[C@H]2[C@H](CCN2S(=O)(=O)c2ccccc2)[C@@H](CO)N3)c1,2,-1,1,2.7,1[16.7 µM],-3,-3
CCCCCc1nnc(NC(=O)C2=COCCO2)s1,-3,1,8,7.5,.,-4,8
COc1ccc(CN2CCC2(C)C(=O)Nc2ccc(OC)c(OC)c2)cc1 (configuration not stated),.,-4,5,0.5,-2,-4,-4
Cc1noc(C)c1NC(=O)Nc1ccc2c(c1)C(=O)N(C)[C@H]1CC[C@H](CC(=O)NCc3ccc(Cl)cc3)O[C@H]1CO2,1,-4,5,.,.,14,6
